Assay outcomes (PubChem)
T cell modulator – T cell immune modulation candidate | 330,000 compounds, 0.068% hits | AID 2052 | 2C CD8+ T cell-vesicle binding, flow cytometry; active compounds read low | calls only at 7 µM;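 active = response, share of CD8 T cells binding vesicles, and their 90th percentile fluorescence all below set limits, cut at about 80% in these data, passing the limit was not always enough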
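Material: murine 2C transgenic CD8+ T lymphocytes / Also added: QL9-peptide-loaded Drosophila micro-vesicles bearing Ld, ICAM-1 and B7-1 / Schedule: binding step 1.5 h, 37 °C, antibody labelling 20 min, ice / Signal: flow cytometry, PE anti-B7-1 (FL2) versus Alexa647 anti-CD8 (FL8), PFA-fixed / Evaluation: percent CD8+ FL2 mean versus row control / Benchmarks: naked versus QL9-loaded vesicles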
human PMI inhibitors – MPI inhibition at elevated mannose 6-phosphate – biochemical, fluorescence intensity, high mannose 6-phosphate, primary screen (AID 1220); one-dose inhibition, % at 20 µM; IC50 in µM for titrated hits; recombinant PMI enzyme, coupled fluorescence intensity; higher % means a stronger effect; 190,000 compounds, 0.66% hits
M17LAP inhibition – P. falciparum M17LAP inhibitors, primary screen, biochemical, fluorogenic H-Leu-NHMec substrate, 1536-well (AID 1619); recombinant M17LAP, H-Leu-NHMec fluorogenic kinetic assay; higher % means a stronger effect; inhibition, % at 30 µM, or IC50 in µM where a hit was titrated; 220,000 compounds, 0.38% hits;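 active = compound inhibiting the enzyme by more than half at any dose during confirmatory dose-response retesting; inconclusive = strong single-dose inhibitors picked by rank but not retested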;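 note: plate controls were full reaction with DMSO carrier for no effect and no enzyme background for full effect; strong numbers were not always called active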
K1F lysis inhibition – inhibition of K1F phage lysis, E. coli UTI89, bacterial capsule biogenesis inhibitors, alamar blue (AID 488966). E. coli UTI89 K1F phage lysis, alamar blue, 2 h; higher % means a stronger effect. one-dose inhibition, % at 100 µM; IC50 in µM for titrated hits. 340,000 compounds, 0.02% hits;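 active = phage lysis inhibition, versus mean bacterial control, above a set limit; inconclusive = no clear call, values can overlap the other calls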;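 note: capsule biogenesis inhibitors block K1F phage lysis so surviving cells raise fluorescence; higher fluorescence means more inhibition of phage lysis; actives were called in the ten point dose series up to 300 µM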
human PMI inhibition – MPI enzyme activity inhibition – biochemical, fluorescence intensity, coupled assay, primary screen (AID 1209); purified PMI enzyme, coupled fluorescence intensity; higher % means a stronger effect; inhibition, % at 20 µM, or IC50 in µM where a hit was titrated; 190,000 compounds, 0.42% hits;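 note: plate controls were DMSO vehicle for no effect and wells lacking substrate for full effect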
West Nile antiviral – West Nile virus antiviral activity, cell-based, CPE readout (AID 1621). 290,000 compounds, 0.02% hits. CPE inhibition, % at 10 µM, or IC50 in µM where a hit was titrated. West Nile virus-infected cells, CPE inhibition; higher % means a stronger effect; in the data active = a potency from the dose series; inconclusive = CPE inhibition mostly from about 3.7% at the one dose, without a potency; inactive = the rest, 99 in 100 with CPE inhibition below about 2.2%; note: strong numbers were not always called active
RSV CPE inhibition – inhibition of RSV-induced cytopathic effect – HEp-2 cells, primary 10 µM value included (AID 2391) | CPE inhibition, % at 10 µM; hits with a dose series show IC50 in µM | HEp-2 cells, RSV-induced CPE inhibition; higher % means a stronger effect | 310,000 compounds, 0.13% hits; in the data active = a potency from the dose series; inconclusive = CPE inhibition mostly from about 23% at the one dose, without a potency; inactive = the rest, 99 in 100 with CPE inhibition below about 21%; note: strong numbers were not always called active
TNAP activation fold – stimulation of alkaline phosphatase TNAP activity – biochemical, luminescent, no phosphate acceptor, uHTS, primary screen (AID 1001). purified TNAP, luminescent activation assay, no phosphate acceptor; higher activation fold means a stronger effect. activation fold at 20 µM, or EC50 in µM where a hit was titrated. 200,000 compounds, 0.03% hits; in the data active = activation fold from about 3, or a potency from the dose series; inactive = the rest, 99 in 100 with activation fold below about 1.6; note: many of its hits are not listed in these tables
P. falciparum M1AAP – malaria alanyl aminopeptidase activity blockers – biochemical, fluorogenic H-Leu-NHMec substrate, 1536-well (AID 1445); recombinant M1AAP, H-Leu-NHMec fluorogenic kinetic assay; higher % means a stronger effect; 220,000 compounds, 0.42% hits; one-dose inhibition, % at 30 µM; IC50 in µM for titrated hits;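 active = primary inhibition above the hit cutoff, then over 50% inhibition at one or more dose response concentrations, cut at about 23% in these data, passing the limit was not always enough; inconclusive = conflicting primary data, or primary hits not chosen for dose response; inactive = low primary inhibition, or under 50% at every dose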;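 note: plate controls were DMSO full reaction for no effect and no enzyme background for full effect; strong numbers were not always called active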
T cell modulator vesicle-bound % – also measured in T cell modulator; calls as there; double positive events, %; measured here: CD8+ vesicle-bound cell fraction;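 binding gate set so that unloaded-vesicle control wells show 10% double positive cells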
Starred values were filed as active, the others as inactive; i = inactive; ? = inconclusive; / = no result given; [ ] = dose if it differs, or a comment. Cut-off read from the data, not from the text of the source, unless noted: active = inhibition above about 50%; inactive = the rest.

SMILES	T cell modulator	T cell modulator vesicle-bound %	human PMI inhibitors	M17LAP inhibition	K1F lysis inhibition	human PMI inhibition	West Nile antiviral	RSV CPE inhibition	TNAP activation fold	P. falciparum M1AAP
Cc1ccccc1N1OC2C(=O)N(c3ccc(F)cc3)C(=O)C2C1c1ccccn1 (stereo not drawn)	i	66	12%	-4%	1.7%	16%	-0.1%	-0.5%	1.1	-2%
CC(=O)Oc1ccc(C(=O)Nc2cccc(C(=O)NC(C)(C)C)c2)cc1	i	51	-4%	6%	-1.2%	-4%	0.0%	-1.4%	1.1	-3%
O=C(N/N=C/c1ccc2ncccc2c1)c1ccco1	i	48	-2%	3%	0.2%	-15%	-0.1%	1.3%	1	-9%
CCc1nnc(SCC(=O)NC2CCCCC2)nc1CC	i	4	-3%	1%	0.7%	-2%	0.6%	0.3%	1.1	-6%
Cc1ccc(C(c2sc3nc(C)nn3c2O)N2CCN(c3ccccc3)CC2)cc1 (stereo not drawn)	i	36	6%	0%	2.5%	5%	-0.1%	0.5%	1	1%
CCc1ccc(CN(C)C(=O)c2cc(COc3ccc(-n4cncn4)cc3)on2)cc1	i	21	/	/	0.1%	/	-0.6%	-0.1%	/	/
CC(C)(C)NC(=O)CSc1nnc(NC(=O)CCc2ccccc2)s1	i	24	/	/	0.2%	/	-0.9%	0.8%	/	/
CCc1cccc(CC)c1NC(=O)COC(=O)c1cccc(S(=O)(=O)N2CCc3ccccc3C2)c1	i	39	6%	-6%	1.6%	6%	-0.5%	1.9%	1.1	6%
O=C(NCc1ccccn1)Nc1ccc2c(c1)OCO2	i	59	8%	9%	0.6%	16%	-0.4%	-1.0%	1	18%
Cn1c(CSCc2ccc(F)cc2)n[nH]c1=S	i	53	/	/	0.3%	/	0.9%	0.8%	/	/
O=C1OC(Nc2cc(Br)cc3cccnc23)c2ccccc21 (stereo not drawn)	i	39	51%*	-59%	2.5%[50 µM]	14%	0.9%	3.6%	1	17%
Cc1cccc(NC(=O)CCCc2ccccc2)c1	i	56	/	/	-0.7%	/	-0.2%	6.7%	/	/
Cc1ccc(Nc2nc(CSc3nnc(-c4ccncc4)n3C)cs2)cc1	i	45	3%	4%	5.2%[50 µM]	4%	-0.7%	1.1%	0.9	-9%
O=C(Cn1nc(C(F)F)cc1C1CC1)N1CCCC1	i	16	/	/	0.6%	/	0.3%	0.6%	/	/
COC(=O)c1ccc2nc(NC(=O)C(C)(C)C)sc2c1	i	58	0%	16%	0.1%	0%	-0.4%	0.8%	1.1	-3%
O=C(NNC(=O)c1cc2cc(OC(F)(F)F)ccc2[nH]1)c1cccc(C(F)(F)F)c1	i	39	/	-2%	?	/	0.8%	/	/	0%
COC(=O)CN(c1nc(C)c(Br)c(OC)n1)S(=O)(=O)c1ccc(C)cc1	i	18	7%	-4%	-1.3%	12%	-0.2%	1.9%	1.1	0%
CN(C(=O)c1cccc(COc2ccc(Cl)cc2Cl)c1)c1ccccc1	i	37	6%	-2%	5.8%	18%	-0.7%	3.4%	1.1	1%
CCC(=O)c1ccc(/C=C/c2nc3ccccc3n2C)o1	i	65	-23%	-43%	-0.7%	-32%	-0.8%	-2.0%	1.2	17%
CCOC(=O)N1CCN(C(=O)c2oc3ccc(S(=O)(=O)N(CC)CC)cc3c2C)CC1	i	24	/	/	-1.0%[50 µM]	/	-1.6%	7.9%	/	/
COC(=O)c1ccccc1NC(=O)c1sc(=S)n(C)c1N	i	38	21%	0%	1.0%	-15%	0.8%	6.6%	1.2	11%
O=C(O)c1ccc(CSc2nnnn2-c2ccc(F)cc2)cc1	i	58	/	/	0.3%	/	-0.4%	0.5%	/	/
O=C(N/N=C/C(Br)=C\c1ccccc1)c1cccs1	i	29	/	-3%	/	/	0.2%	?	/	9%
CCC(C)c1ccc(NC(=O)N2CCOCC2)cc1 (stereo not drawn)	i	56	/	/	0.2%	/	-0.7%	1.9%	/	/
Cc1ccc(-n2c(SCC(=O)NCc3ccco3)nc3c(sc4ccccc43)c2=O)cc1	i	42	13%	0%	0.7%	7%	-0.2%	2.3%	1.1	3%
CCCS(=O)(=O)N1CCN(Cc2ccccc2[N+](=O)[O-])CC1	i	52	15%	-5%	-0.9%	18%	1.0%	-0.2%	1	-5%
CCn1c(NC(=O)c2ccc(C)cc2)c2ccccc2nc1=O	i	40	-3%	11%	-0.2%	1%	-0.3%	?	1	1%
Cc1ccc(C2CC(=O)N(c3ccc(F)cc3)C3=C2C(=O)CCC3)cc1 (stereo not drawn)	i	64	-10%	1%	-0.3%	-5%	-0.8%	2.4%	1.1	-4%
CCOC(=O)c1ccccc1Cc1nc2ccccc2c(=O)[nH]1	i	35	3%	-2%	4.7%	9%	-0.3%	2.2%	1.1	4%
Cc1cc(C)c(C(N)=O)c(NCCc2ccccc2)n1	i	57	10%	8%	3.9%	12%	-0.6%	-0.7%	1.2	0%
CCC(C)c1ccc(N(CC(=O)NC(C)(C)C)C(=O)CNC(=O)c2cccs2)cc1 (stereo not drawn)	i	44	/	/	0.4%	/	-0.1%	0.7%	/	/
COc1ccc(N(CC(=O)NC2CCCCCC2)S(=O)(=O)c2ccc(C)cc2)cc1OC	i	34	/	/	0.2%	/	0.2%	0.2%	/	/
CCOc1ccccc1CNC(=O)C1Cc2cc(S(=O)(=O)N3CCCCC3)ccc2N1C(C)=O (stereo not drawn)	i	63	/	/	1.1%	/	0.1%	0.8%	/	/
ONC(=Nc1ccccc1Cl)c1ccccc1Cl	i	10	/	-5%	0.5%	/	-0.4%	1.8%	/	0%
CCn1c(O)c(N=NC(=S)NCC2CCCO2)c2ccccc21 (stereo not drawn)	i	16	-4%	-2%	-0.4%	-2%	-0.4%	0.0%	1	9%
N#Cc1c(-c2ccccc2)cc(C2CC2)nc1SCC(=O)O	i	54	-17%	26%	3.5%	-16%	0.7%	2.6%	1	8%
CCOC(=O)c1[nH]c2ccccc2c1NC(=O)CCN1CCN(C(=O)OCC)CC1	i	46	2%	-4%	0.9%	-2%	0.0%	1.2%	1.1	2%
Cc1c(Cl)c(-c2n[nH]c(=S)n2-c2ccc(F)cc2)nn1C	i	51	0%	-17%	1.3%	8%	0.2%	1.6%	1	14%
CCN(CC)C1=N/C(=C\c2ccco2)C(=O)N1c1ccccc1	i	5	-32%	2%	1.4%[50 µM]	-25%	0.5%	2.6%	1	6%
c1ccc2c(Nc3ccc4c(c3)OCCO4)c3c(nc2c1)CCC3	i	58	13%	-2%	-0.1%	3%	-1.6%	8.5%	1.1	7%

Quoted at random: 2 records from the list, in no set order.
SMILES	T cell modulator	T cell modulator vesicle-bound %	human PMI inhibitors	M17LAP inhibition	K1F lysis inhibition	human PMI inhibition	West Nile antiviral	RSV CPE inhibition	TNAP activation fold	P. falciparum M1AAP
CCn1c(NC(=O)c2ccc(C)cc2)c2ccccc2nc1=O	i	40	-3%	11%	-0.2%	1%	-0.3%	?	1	1%
CCn1c(O)c(N=NC(=S)NCC2CCCO2)c2ccccc21 (stereo not drawn)	i	16	-4%	-2%	-0.4%	-2%	-0.4%	0.0%	1	9%

Other compounds follow:
SMILES	T cell modulator	T cell modulator vesicle-bound %	human PMI inhibitors	M17LAP inhibition	K1F lysis inhibition	human PMI inhibition	West Nile antiviral	RSV CPE inhibition	TNAP activation fold	P. falciparum M1AAP
CCOc1cc(N2CCOCC2)c(OCC)cc1NC(=O)c1ccc(-n2ccnc2)c([N+](=O)[O-])c1	i	17	/	/	0.1%	/	0.3%	10%	/	/
O=C(Nc1cccc2c1CCCC2)c1ccco1	i	30	1%	10%	0.1%	2%	0.3%	-1.0%	1.1	0%
Cc1ccc(C(=O)Nc2ccccc2C(=O)NC(CC(=O)O)C(=O)O)cc1 (stereo not drawn)	i	13	1%	5%	1.2%[50 µM]	-5%	0.6%	1.7%	1.1	0%
COc1cc(OC)cc(C(=O)NCC(=O)OCC(=O)C(C)(C)C)c1	i	51	-2%	1%	-0.3%	-3%	0.4%	1.5%	0.9	-2%
COc1ccc(NC(=O)CSc2nc(N)c(C(=O)Nc3ccc(N(C)C)cc3)s2)cc1	i	39	11%	45%	0.0%	12%	-0.3%	11%	1	11%
Cn1nnnc1SCC1=C(C(=O)O)N2C(=O)C(NC(=O)C3CC3c3ccccc3)C2SC1 (stereo not drawn)	i	35	2%	20%	0.1%	4%	0.8%	2.8%	1	6%
Cc1nn(Cc2ccccc2)c(C)c1/C=N/NC(=O)CNc1cccc(C(F)(F)F)c1	i	60	17%	8%	0.6%	22%	-1.3%	?	1	4%
CCCN1CCC(N(CCc2ccccc2)Cc2ccccc2)CC1	i	60	/	/	-1.9%	/	-0.5%	-0.5%	/	/
O=C(CN(c1ccccc1)S(=O)(=O)c1ccc(F)cc1)N1CCCCCC1	i	46	-4%	4%	0.3%	0%	-0.2%	0.9%	1.1	0%
Cc1nc(C(=O)NNC(=O)c2ccccc2Cl)c(C(F)(F)F)o1	i	51	/	-3%	2.0%	/	0.1%	1.1%	/	-2%
Cc1cc(NC(=O)c2cc(CC(C)C)on2)n(-c2ccccc2)n1	i	15	5%	-7%	-0.8%	7%	-0.1%	0.8%	1.1	0%
CCOC(=O)c1c(C)[nH]c(C(=O)CN2CCOCC2)c1C	i	40	-8%	12%	5.8%	-3%	0.1%	5.4%	1.1	6%
CC(C)CNC(=O)CN1C(=O)NC2(CCCc3ccccc32)C1=O (stereo not drawn)	i	17	/	/	0.0%	/	-0.5%	1.0%	/	/
O=C1C2C3C=CC(C3)C2C(=O)N1Cc1ccccc1 (stereo not drawn)	i	26	10%	-2%	-1.9%	10%	0.1%	0.8%	1.1	1%
CC(C)(C)C(=O)Nc1nnc(SCC(=O)Nc2ccc3c(c2)OCO3)s1	i	46	13%	0%	4.9%	19%	0.5%	1.7%	0.9	2%
FC(F)(F)C(Oc1nc(NC2CCCCC2)nc(N2CCOCC2)n1)C(F)(F)F	i	60	9%	-6%	0.9%	13%	-0.5%	11%	1	-1%
COC(=O)C1CCCN1C(=O)C12CC3CC(CC(C3)C1)C2 (stereo not drawn)	i	61	/	/	-1.4%	/	0.2%	0.2%	/	/
O=C(NCCc1ccc(Cl)cc1)c1cccnc1	i	30	-12%	2%	0.0%	-10%	0.0%	0.8%	1	2%
